RTF Ca sens act: increases calcium sensitivity of human cardiac regulated thin filaments; IANBD-labeled TnC RTF fluorescence at EC20 calcium; 0% EC20 calcium, 100% full calcium; activation, % at 7.2 µM; 340,000 tested, 0.24% active;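 active = activation above the mean over all tested compounds plus 3 SD, cut at about 30% in these data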;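 also: rise in fluorescence read as greater calcium sensitivity of cardiac thin filaments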
V-ATPase pHluor: regulators of yeast V-ATPase proton transport. AID 504577. response, % at 10 µM. 350,000 tested, 0.37% active. S. cerevisiae, pHLuorin cytosolic pH fluorescence; in the data active = response mostly above about 7.3%, no sharp cut-off; inactive = mostly below about 5.4%; also: actives read high; inactives centre near 0; some compounds called inactive have numbers as strong as hits
CDK5 inh: inhibitors of human CDK5/p35 kinase; Q00535+Q15078; Recombinant CDK5/p35, ADP-Glo luminescence, 60 min; inhibition, % at 10 µM; 330,000 tested, 0.01% active; AID 488839;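 active = highest replicate inhibition of at least 50% and at least 75% of replicates reaching 50%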;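 also: plate controls were DMSO neutral control for no effect and GW8510 at 10 µM for full effect; many of its hits are not listed in these tables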
Target sequence (Q00535 whole entry, looked up): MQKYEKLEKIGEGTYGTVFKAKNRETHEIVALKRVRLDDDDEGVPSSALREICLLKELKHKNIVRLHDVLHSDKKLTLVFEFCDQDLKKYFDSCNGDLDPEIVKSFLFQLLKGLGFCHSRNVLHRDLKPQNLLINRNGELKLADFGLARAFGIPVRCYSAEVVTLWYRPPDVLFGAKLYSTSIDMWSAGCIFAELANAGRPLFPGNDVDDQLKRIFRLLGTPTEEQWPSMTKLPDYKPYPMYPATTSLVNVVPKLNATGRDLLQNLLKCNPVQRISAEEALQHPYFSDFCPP
Target sequence (Q15078 whole entry, looked up): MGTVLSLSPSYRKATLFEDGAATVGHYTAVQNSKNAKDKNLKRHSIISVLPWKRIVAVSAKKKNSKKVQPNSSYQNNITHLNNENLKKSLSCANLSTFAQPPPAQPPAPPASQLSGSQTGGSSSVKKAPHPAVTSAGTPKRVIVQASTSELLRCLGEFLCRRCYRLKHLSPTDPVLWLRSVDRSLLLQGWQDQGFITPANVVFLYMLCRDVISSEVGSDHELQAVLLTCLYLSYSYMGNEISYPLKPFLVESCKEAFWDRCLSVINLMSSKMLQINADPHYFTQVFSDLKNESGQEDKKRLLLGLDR
Tat export inh: E. coli Tat transport inhibition; AID 488895; 340,000 tested, 0.036% active; E. coli MC4100 TorA-mCherry Tat export, fluorescence; inhibition, % at 10 µM;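 active = mean replicate inhibition at least 50% and at least half of replicates individually reaching 50%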;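 also: exported cargo escapes ClpAP degradation while cytoplasmic cargo is degraded and loses fluorescence; 0% = median of neutral control wells and 100% = median of NaSCN control wells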
dFosB activator: mouse delta FosB homodimer activation | P13346 | purified delta FosB, TAMRA-CDK5 oligo fluorescence polarization; percent of positive-control signal above neutral wells | activation, % at 25 µM | 340,000 tested, 0.99% active | AID 493131;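 active = mean activation above about 17%, with every replicate also reaching it, limit read from the data, passing the limit was not always enough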;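 also: fluorescence polarization rise as delta FosB binds a TAMRA Cdk5 AP-1 oligo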
Target sequence (P13346 whole entry, looked up): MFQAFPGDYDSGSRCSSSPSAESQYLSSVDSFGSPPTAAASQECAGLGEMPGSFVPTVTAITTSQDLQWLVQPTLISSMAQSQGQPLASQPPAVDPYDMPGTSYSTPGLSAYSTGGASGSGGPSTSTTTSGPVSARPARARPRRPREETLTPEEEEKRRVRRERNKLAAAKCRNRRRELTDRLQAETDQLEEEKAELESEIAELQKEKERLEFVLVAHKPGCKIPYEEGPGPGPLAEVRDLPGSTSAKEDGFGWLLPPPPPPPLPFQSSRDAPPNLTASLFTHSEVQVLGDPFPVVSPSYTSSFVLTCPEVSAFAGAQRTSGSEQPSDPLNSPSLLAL
Rtt109 Vps75: blocks Candida albicans Rtt109/Vps75 acetyltransferase activity | Q5AAJ8 | purified Rtt109/Vps75, ThioGlo CoA-SH fluorescence, 4 h | inhibition, % at 34.9 µM | 330,000 tested, 0.16% active;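 active = inhibition of at least 50% in every replicate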
CAL PDZ FP-1: inhibitors of human CAL PDZ peptide binding; Q9HD26; purified CAL PDZ, TMR-peptide fluorescence polarization, 1 h; inhibition, % at 24.9 µM; 300,000 tested, 0.92% active; AID 602252;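 active = mean inhibition of at least 30% with at least half of replicates also reaching 30%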;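 also: 0% = DMSO neutral control and 100% = excess unlabeled competitor peptide PRC23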
CAL PDZ FP-2: inhibitors of human CAL PDZ peptide binding; Q9HD26; purified CAL PDZ, TMR-peptide fluorescence polarization, 1 h; inhibition, % at 20 µM; 330,000 tested, 0.02% active; AID 504414;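 active = highest replicate inhibition of at least 40%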;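 also: plate controls were DMSO neutral control wells for no effect and unlabeled competitor peptide control wells for full effect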
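Read-out basis: mP drop reported as inhibition | Assay system: Tagged CAL PDZ protein CerCALP, purified | Benchmarks: Unlabelled peptide for full inhibition, DMSO wells as neutral | Schedule: 1 h incubation at room temperature before polarization reading | Buffer or medium: Sodium phosphate/NaCl buffer pH 7.4 with TCEP, IgG, Thesit | Doses: Single point, 20 µM | Measured by: Fluorescence polarization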
Wnt act: activates Wnt/beta-catenin signaling in a reporter cell assay. AID 743398. activator, plate reader. 300,000 tested, 1.2% active. activation, % at 9.35 µM; in the data active = activation above about 30%, passing the limit was not always enough;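 also: 0% = neutral control wells and 100% = positive control wells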
MITF act: MITF TRPM1 promoter activation in melanoma cells; 300,000 tested, 0.75% active; SK-MEL-5 TRPM1-promoter luciferase, 24 h; % of positive control, neutral wells = 0; activation, % at 12.5 µM;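 active = mean activation of at least 80% with every replicate also reaching 80%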;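 also: 0% = neutral control wells and 100% = parthenolide positive control wells; values of inactives mirror those of a sister screen read the other way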
* marks the source's active call; other numbers are inactive results; . = not tested or not shown; & = joins results of further samples.

SMILES	RTF Ca sens act	V-ATPase pHluor	CDK5 inh	Tat export inh	dFosB activator	Rtt109 Vps75	CAL PDZ FP-1	CAL PDZ FP-2	Wnt act	MITF act
CC(=O)N1CCc2cc(S(=O)(=O)NC(C(=O)Nc3nc(C)cs3)C(C)C)ccc21 (stereo unspecified)	4	-1	-0.5	2	-4	2	-4	-1.2	.	-13
Clc1cc(Cl)cc(C2=NC(Cc3ccccc3)CO2)c1 (stereo unspecified)	-1	-1	0.6	3	-1	5	-3	0.7	3	.
Cc1cccc(NC(=O)COC(=O)c2cccc3c2C(=O)c2ccccc2C3=O)c1C	-6	2	0.7	-2	-8	-10	2	-2.0	-3	-5
CCNC(=S)N1CCc2cc(OC)c(OC)cc2C1COc1ccc(F)cc1 (stereo unspecified)	-2	0	-0.1	2	-1	3	-7	4.9	2	4
Cc1ccsc1/C=N/NC(=O)CNC(=O)c1ccco1	1	0	0.5	7	1	-12	-2	-1.2	-3	-2
COc1ccc(CNc2cccc3[nH]c(C(F)(F)F)nc23)cc1OC	14	2	0.4	-15	-7	.	-1	-1.6	1	-13
NC(=O)c1ccc(NC(=O)COC(=O)c2cc3ccccc3cc2O)cc1	-6	-1	0.3	-5	36*	14	.	-0.3	-4	9
Cc1ccc(-c2cc(C(=O)Nc3cccnc3)c3ccccc3n2)o1	2	-6	-0.8	-2	-15	3	8	-1.9	1	8
CCCN1CCN(C(=O)c2cc3c(s2)-c2ccccc2OC3)CC1	0	0	-1.4	1	-6	-4	.	-2.2	8	.
O=CN1CCN(c2ncnc3c2nnn3Cc2c(F)cccc2Cl)CC1	6	1	0.1	-5	-4	1	-5	-0.4	-1	-2
CCN1CCN(c2c(Cl)cccc2NC(=O)c2ccc3nsnc3c2)CC1	0	1	0.7	-6	-14	8	2	-1.0	0	.
COc1cc(C(=O)Nc2cc(-c3ccccc3)[nH]n2)cc(OC)c1OC	0	3	-3.0	-5	-28	-7	5	-7.1	.	0
COc1ccc(-c2c(-c3ccccc3OC)sc3ccccc23)cc1C=O	-6	4	0.5	4	-8	3	-2	-0.1	7	11
Cn1c(=NC(=O)c2ccc(S(=O)(=O)N3CCCc4ccccc43)cc2)sc2cc(S(C)(=O)=O)ccc21	-1	-1	0.1	-3	1	8	.	-0.3	4	-7
CCNC(=S)NNC(=O)c1cccn(Cc2ccc(Cl)cc2Cl)c1=O	1	-3	1.5	0	-8	6	-1	-0.3	-4	1
Cc1cc2oc(C(=O)Nc3c(C)n(C)n(-c4ccccc4)c3=O)c(C)c2cc1C	-3	-4	-3.0	5	-9	0	-2	-0.2	-2	-7
O=C(C[n+]1cccc(CNC(=O)c2ccc(OC(F)F)cc2)c1)Nc1cccc(C(F)(F)F)c1	4	-2	1.3	22	-204	5	-5	-1.1	.	-33
COCCN(C(=O)Cc1ccc(S(=O)(=O)N2CCOCC2)s1)c1c(N)n(CC(C)C)c(=O)[nH]c1=O	-1	2	1.5	2	-3	3	-2	0.2	-4	.
N=C1/C(=C/c2ccc(Br)o2)C(=O)N=C2SC(CC(=O)N3CCCC3)=NN12	1	-4	-0.3	-3	-5	8	.	-4.0	-1	-8
Cc1ccc(-n2nnnc2SCC(=O)c2c(N)n(CC(C)C)c(=O)n(C)c2=O)cc1	2	-6	-1.2	7	0	-2	9	-0.8	.	-14
Cc1ncc(CN=Cc2ccc(Cl)cc2)c(N)n1	0	0	-0.4	10	-2	3	12	-0.3	0	5
OC(CSc1ccccc1)CN1CCN(c2cccc(Cl)c2)CC1 (stereo unspecified)	-5	-2	-1.7	-9	0	7	-2	-0.4	-2	0
CCCc1cc(=S)n2c([nH]c3ccccc32)c1C#N	1	-2	0.0	-2	-2	-6	-3	-0.3	1	4
Cc1ccc(-n2c(SCC(=O)N3CCOCC3)nc(O)c(Cc3ccccc3)c2=O)cc1	4	-1	-1.3	-7	-4	-24	-2	-1.5	1	2
O=C(NCc1ccc2c(c1)CCO2)Nc1ccccc1	12	-4	3.4	-9	-1	-6	-2	-1.6	29	53

Continuation:
SMILES	RTF Ca sens act	V-ATPase pHluor	CDK5 inh	Tat export inh	dFosB activator	Rtt109 Vps75	CAL PDZ FP-1	CAL PDZ FP-2	Wnt act	MITF act
Cc1ccc(-c2nc3cccnc3o2)cc1NC(=O)COc1ccc(C(C)(C)C)cc1	-5	0	1.7	-1	-24	-3	-1	-1.1	4	4
O=C(NC(Cc1ccccc1)C(=O)O)/C(=C\c1ccc([N+](=O)[O-])cc1)NC(=O)c1ccco1 (stereo unspecified)	-7	1	0.6	6	3	9	0	1.0	1	3
COc1cc2c(c(OC)c1OC)C(=O)C(=Cc1ccccc1)O2	-7	-3	1.4	3	5	-3	-7	-2.4	-1	7
Cc1cccc(N2CCN(C(=O)c3ccc(Cl)c(S(=O)(=O)N4CCc5ccccc5C4)c3)CC2)c1C	-5	3	-0.4	-4	-5	13	-5	-2.4	-2	-8
Nc1cccc(S(=O)(=O)Nc2ccc(Br)cc2)c1	2	-2	0.4	-9	-10	3	5	-3.3	17	0
COc1ccc2cc(C(=O)C3CCCN(C(=O)c4cccnc4)C3)ccc2c1 (stereo unspecified)	-6	-2	.	2	-8	-7	-1	-3.2	-1	-4
CN1CCN(S(=O)(=O)c2cccc(C(=O)NCc3ccc(Cl)cc3)c2)CC1	-6	3	-0.2	-4	5	-3	20	-1.1	-1	-3
Fc1ccc2nncc(SCc3ccccc3Cl)c2c1	12	0	-1.1	7	-24	4	-4	-2.2	2	1
COc1cccc(S(=O)(=O)NCc2ccc(C(=O)NCc3ccco3)cc2)c1	4	-2	1.1	-9	-2	-4	0	-0.3	.	-9
CN(C(=O)COc1ccccc1)c1nnc(-c2cccnc2)s1	-2	2	1.3	5	-16	0	-3	-1.9	-1	3
O=C(COc1ccc(Cl)cc1)NCc1nnc(SCC(=O)N2CCCCC2)o1	1	-2	-1.1	2	1	-7	.	-0.4	5	.
O/N=C/c1cc2ccccc2n1Cc1ccccc1F	-2	-1	0.7	2	-1	-1	-1	0.4	-1	1
Cc1onc(-c2c(Cl)cccc2Cl)c1C(=O)N1CCN(c2ncccn2)CC1	7	-1	-1.2	0	-12	-1	51*	0.7	1	6
S=C(NCc1cccs1)Nc1ccc(Br)cc1Cl	7	1	-0.6	5	-7	0	5	-2.1	-2	19
COC(C(=O)NNC(=O)CCc1ccccc1)c1ccccc1 (stereo unspecified)	2	-2	1.7	-6	-2	6	.	-1.0	0	-5
O=C(c1ccc(Cl)nc1)N1CCN(S(=O)(=O)c2ccc(Cl)cc2)CC1	2	0	2.2	4	6	3	-8	-0.7	-2	0
Cc1ccc(C(=O)NC(=S)NNC(=O)CC#N)cc1	-8	0	4.4	-14	8	-4	-3	-1.3	-6	1
COC(=O)C1=C(C)NC(=O)CC1c1ccccc1F (stereo unspecified)	2	0	2.8	-4	-1	0	-1	-0.9	-1	-10
CN(C)/C=C1\Oc2ccc3ccccc3c2C1=O	-5	0	-0.6	-1	-1	7	-2	-0.7	5	72
O=C1c2cccc3cccc(c23)C(=O)N1c1nncs1	2	4	0.2	-2	-9	-3	-4	-1.3	.	15
Cc1ccc(NC(=S)NC2CC3CCCC(C2)N3Cc2ccco2)cc1 (stereo unspecified)	1	-1	-0.4	-12	-2	8	.	-0.2	0	4
COc1ccccc1-c1cc(C(=O)Nc2cc(C)n(Cc3ccc(Cl)cc3)n2)no1	2	-2	1.0	2	8	-8	.	-0.8	.	-16
O=C(O/N=C1/CCCc2occc21)c1ccccc1	-3	-1	2.7	-10	-5	-7	.	-0.8	.	9
CCC(CC)c1nnc(NC(=O)c2nn(C)c(=O)c3ccccc23)s1	0	-5	2.0	7	-13	0	1	-1.9	.	1
S=C(Cc1cccnc1)N1CCOCC1	0	-2	1.1	8	3	-8	-4	0.8	.	-2

Record cards, as listed above. Order of values: RTF Ca sens act | V-ATPase pHluor | CDK5 inh | Tat export inh | dFosB activator | Rtt109 Vps75 | CAL PDZ FP-1 | CAL PDZ FP-2 | Wnt act | MITF act
S=C(Cc1cccnc1)N1CCOCC1 reads 0 | -2 | 1.1 | 8 | 3 | -8 | -4 | 0.8 | . | -2
CCC(CC)c1nnc(NC(=O)c2nn(C)c(=O)c3ccccc23)s1 reads 0 | -5 | 2.0 | 7 | -13 | 0 | 1 | -1.9 | . | 1

Additional entries follow.
SMILES	RTF Ca sens act	V-ATPase pHluor	CDK5 inh	Tat export inh	dFosB activator	Rtt109 Vps75	CAL PDZ FP-1	CAL PDZ FP-2	Wnt act	MITF act
COc1cccc(NC(=O)N2CCC(C(=O)Nc3ccc(C)cc3C)CC2)c1	5	-3	-4.2	-1	5	.	-1	-3.7	-3	.
Cc1ccc(C(=O)NC(=S)Nc2ccccc2C)cc1	0	1	-0.2	3	-8	6	-3	0.0	11	52
c1csc(-c2cn3ccc4ccccc4c3n2)c1	6	-2	1.4	21	-3	0	0	0.1	23	17
O=C(COC(=O)C1=COCCO1)Nc1ccc(F)c(F)c1	-6	-1	0.1	-1	11	-6	-3	1.8	5	-1
Cc1oc(-c2ccc(F)cc2)nc1CN(Cc1ccccn1)CC1CCCO1 (stereo unspecified)	1	-1	0.3	-13	2	2	2	0.4	-1	-8
COc1cccc(NC(=O)C23CCC(C)(C(=O)O2)C3(C)C)c1 (stereo unspecified)	-5	0	0.1	-5	0	3	0	-1.9	4	-6
CCOc1cc2c(C#N)c(N(CC)CC)nc(N)c2c(N)n1	2	-1	-1.0	1	-4	7	-4	-2.7	1	18
CCCC(=O)Nc1ncnc2c1ncn2[C@@H]1O[C@@H]2COP(=O)(O)O[C@H]2[C@H]1OC(=O)CCC	-1&12	-3&-1	0.1&-1.9	23&4	-5&-6	-6&1	-7&-5	-1.1&0.7	19&0	9&17
CCCN(Cc1nnc(-c2cccs2)o1)C(=O)CN1C(=O)NC2(CCC(C)CC2)C1=O (stereo unspecified)	-3	3	-0.2	-4	-15	-2	.	0.7	1	3
CCOc1ccc(NS(=O)(=O)c2ccc3[nH]cc(C(=O)N(CC)CC)c(=O)c3c2)cc1	4	4	-0.5	2	-5	-2	1	1.0	-2	4
Cc1ccc(C(=O)OCC(=O)Nc2ccccc2)cc1S(=O)(=O)N1CCCCC1	-3	-3	-0.7	13	-4	1	-5	0.1	-3	-10
S=c1[nH]c2cc(Cl)ccc2s1	-4	.	4.1	5	0	-3	-5	-1.3	2	-2
Cc1ccc(OCC(=O)N2CCC3(CC2)CC(=O)c2ccccc2O3)cc1	10	7	0.4	1	-3	0	-6	-0.4	-2	0
COc1ccc(Nc2nc(CC(C)=O)ns2)cc1OC	2	-1	-1.4	8	5	6	-1	0.8	.	6
O=C(NCCC1=CCCCC1)c1ccc2c(c1)N(Cc1ccccc1)C(=O)CS2	-1	0	-1.2	2	-14	6	-2	.	.	-18
COc1cc(C(=O)OCc2csc(CC(=O)Nc3ccccc3C)n2)ccc1OCC(C)C	2	-2	-2.4	2	-13	9	-5	-1.2	-4	12
Cc1cccc(CNCc2ccccc2)c1	-2	0	0.2	-9	-1	-5	-5	-0.2	-2	5
O=C(Nc1nncs1)C1c2ccccc2Oc2ccccc21	9	-2	1.8	1	3	-2	-24	-1.3	1	-9
COc1cccc(CNC(=O)C2CCCN(S(=O)(=O)N3CC(C)CC(C)C3)C2)c1 (stereo unspecified)	1	3	-2.6	-5	-15	6	-6	-2.3	-1	-9
